# Assay outcomes deposited in PubChem BioAssay by several laboratories.
# HEK293 NOD2/NF-kB – inhibition of NOD2-driven NF-kB reporter – cell-based, luminescence, uHTS, HEK293 (AID 1566); HEK293 NOD2/NF-kB luciferase reporter, luminescence; higher % means a stronger effect; inhibition, % at 4 µM; hits with a dose series show EC50 in µM; 290,000 compounds, 0.63% hits; in the data active = inhibition above about 50%; also: many of its hits are not listed in these tables
# P. falciparum M17LAP – P. falciparum M17LAP inhibitors, primary screen, biochemical, fluorogenic H-Leu-NHMec substrate, 1536-well (AID 1619); recombinant M17LAP, H-Leu-NHMec fluorogenic kinetic assay; higher % means a stronger effect; inhibition, % at 30 µM; hits with a dose series show IC50 in µM; 220,000 compounds, 0.38% hits;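 active = compound inhibiting the enzyme by more than half at any dose during confirmatory dose-response retesting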;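 also: plate controls were full reaction with DMSO carrier for no effect and no enzyme background for full effect; strong numbers were not always called active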
# Autophagy HCS – alters autophagy in cells | calls only at 10 µM (by protocol) | MEF GFP-LC3 puncta imaging; test concentration mostly 10 µM | AID 463193 | 190,000 compounds, 0.98% hits;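 active = percentage of spot-positive cells more than 3 SD above its plate mean, without a fluorescence outlier flag or 80% toxicity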;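 also: spot-positive cell cutoff set from DMSO-treated cells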
# bCat nuc transl – beta-catenin nuclear translocation modulation; 190,000 compounds, 0.3% hits; AID 1665; HeLa beta-catenin nuclear translocation, immunofluorescence imaging; nuclear translocation activity, % at 5 µM;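 active = nuclear translocation activity above 50% at 5 µM, with a well cell count of 50 or more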;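 also: per-cell ratio of nuclear to cytoplasmic median beta-catenin stain intensity; plate controls were DMSO negative control for no effect and GSK-3 inhibitor IX positive control for full effect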
#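 assay system = human HeLa cells, endogenous beta-catenin | times = compound treatment 24 h, 37°C, 5% CO2 | detection = Anti-beta-catenin immunofluorescence on PFA-fixed, Triton-permeabilized cells, DAPI nuclei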
# Insulin prom up – MIN6 insulin promoter up-regulation; MIN6 insulin promoter-GFP reporter, high-content imaging; active compounds read high; AID 1625; 190,000 compounds, 0.3% hits; z-score at 5 µM;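 active = z-score above 3 at 5 µM with at least 500 cells counted in the well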
# NOD1 NF-kB reporter – NOD1 signaling inhibitors, primary screen, cell-based, luminescence, uHTS (AID 1578). one-dose inhibition, % at 4 µM; EC50 in µM for titrated hits. NOD1-driven NF-kB luciferase reporter cells, luminescence; higher % means a stronger effect. 290,000 compounds, 1% hits; in the data active = inhibition mostly above about 36%, no sharp cut-off; inactive = mostly below about 34%;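 also: HEK-293T reporter cells stimulated with the NOD1 agonist gamma-tri-DAP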
# Yfh1-depleted yeast – mitochondrial function rescue without frataxin homolog – Friedreich's ataxia, plus single-dose screen, dose response (AID 1465). 220,000 compounds, 0.074% hits. S. cerevisiae Yfh1-off respiration, WST-1 reduction, 72 h; higher fold induction means a stronger effect. one-dose fold induction at 50 µM; EC50 in µM for titrated hits;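 active = fold induction of absorbance versus untreated yeast above a set limit, then at least 30% activation at any dose in follow-up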;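 also: activators that raise dye reduction in frataxin-depleted yeast; strong numbers were not always called active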
# Dynein cargo inh – dynein cargo transport inhibition | 3617.4 mouse cells, GR-EGFP nuclear translocation imaging; test concentration mostly 20 µM; stimulated with dexamethasone, 1 µM; active compounds read low | z-score, hits read low | 220,000 compounds, 0.47% hits;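 active = plate z-score of nuclear minus cytoplasmic receptor signal below a set negative limit, without overly bright fluorescence or cell loss, cut at about -3.5 in these data, passing the limit was not always enough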;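 also: z-score of nuclear minus cytoplasmic ring GR-EGFP intensity difference per well; some compounds called inactive have numbers as strong as hits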
#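 medium = tetracycline-free induction medium containing charcoal-stripped FBS | also added = 1.0 µM final dexamethasone stimulus | schedule = 48 h induction, 1 h compound, 30 min dex at 37 °C | technique = fixed, Hoechst-stained cells imaged at 10x for EGFP | measure = GR-EGFP nuclear translocation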
# MT stabilize HCS – microtubule stabilizers in HeLa cells; % tubulin-high responders, % at 10 µM; HeLa tubulin immunostaining HCS, 24 h; share of cells brighter than vehicle mean+2SD; 200,000 compounds, 0.83% hits;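 active = plate Z-score above 3 for both tubulin-high and condensed-nucleus cell shares, with cell loss under 80%, at 10 µM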;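 also: anti alpha tubulin signal scored within the nucleus-defined area of each cell; some results filed as inactive read as strong as hits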
# Dynein cargo inh cytoplasmic EGFP – recorded beside Dynein cargo inh, whose call it bears; z-score; measured here: cytoplasmic GR-EGFP intensity; active compounds read high
# Dynein cargo inh nuclear GR-EGFP – second read-out of Dynein cargo inh, no call of its own (marks repeat the call); z-score; measured here: nuclear GR-EGFP intensity;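 lower value marks the stronger effect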
# Dynein cargo inh cell count – second read-out of Dynein cargo inh, no call of its own (marks repeat the call); z-score; measured here: cell count per field
# Insulin prom up cell count – recorded beside Insulin prom up, whose call it bears; cell count; measured here: cytotoxicity, nuclei count;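 total cells summed across four imaged fields per well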
# bCat nuc transl cell count 5 µM – second read-out of bCat nuc transl, no call of its own (marks repeat the call); cell count; measured here: cell count, cytotoxicity flag
# MT stabilize HCS Hoechst-high % – further read-out of MT stabilize HCS, marked with its call; % Hoechst-high responders; measured here: nuclear condensation Hoechst responders;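 share of cells brighter than vehicle mean plus two SD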
# MT stabilize HCS cytotoxicity % – recorded beside MT stabilize HCS, whose call it bears; toxicity, %; measured here: cytotoxicity by cell density;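 0% = mean cell density of plate MIN control wells and 100% = no cells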
# Autophagy HCS cell loss 18 h – further read-out of Autophagy HCS, marked with its call; toxicity, %; measured here: cell loss, nuclei count;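 cell loss after 18 h compound exposure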
# An asterisk follows results filed as active; i = inactive; · = no result given.
SMILES,HEK293 NOD2/NF-kB,Dynein cargo inh nuclear GR-EGFP,NOD1 NF-kB reporter,Dynein cargo inh cytoplasmic EGFP,MT stabilize HCS Hoechst-high %,Autophagy HCS cell loss 18 h,P. falciparum M17LAP,bCat nuc transl,Dynein cargo inh cell count,Autophagy HCS,Yfh1-depleted yeast,MT stabilize HCS,bCat nuc transl cell count 5 µM,Insulin prom up cell count,MT stabilize HCS cytotoxicity %,Dynein cargo inh,Insulin prom up
CCOC(=O)c1c(-c2ccccc2)csc1NC(=O)COc1ccc2c(C)cc(=O)oc2c1,11%,0.044,-35%,-0.27,1.2,14,3%,-1.3,-0.64,i,i,2.7,888,1141,2.4,0.78,-0.59
O=C(O)CC1S/C(=N\N=C2CCCCCCC2)N(c2ccccc2)C1=O (stereo not given),16%,0.32,-41%,-0.31,0.9,7,6%,-4.4,1.4,i,i,4.1,1088,1647,9.9,-0.45,-0.24
CCn1c(Cc2c(C)[nH]c3ccccc23)nnc1SCC(=O)NCc1ccco1,9%,0.34,-19%,-0.27,2.5,-3,-4%,6.2,0.48,i,i,3.4,587,·,7.4,0.65,·
Cc1cc(C(=O)COC(=O)Cn2c(C(F)(F)F)nc3ccccc32)c(C)n1Cc1ccco1,2%,0.15,-21%,-0.17,2.0,7,4%,1.7,0.16,i,i,2.2,1103,814,3.1,-0.036,-0.15
O=C(Nc1ccccc1Cl)C1CC(=O)n2c(nc3ccccc32)N1 (stereo not given),12%,0.15,-19%,-0.19,1.2,-8,-1%,-3.5,-0.83,i,i,3.7,1063,1584,6.4,-0.18,0.57
COc1cc(/C=C/c2nc(N)nc(-c3ccccc3O)n2)cc(OC)c1OC,15%,0.18,-9%,0.062,4.2,-19,4%,2.0,0.55,i,i,4.2,1089,1120,2.9,-0.29,-0.69
Cc1ccc(-n2ncc(C#N)c2N)cc1,4%,0.87,-4%,0.031,·,·,4%,-0.5,0.22,·,i,·,1257,1048,·,0.81,-0.1
COc1ccc(OCC(O)CNc2ccc(Br)cc2)cc1 (stereo not given),13%,-0.6,·,-0.27,2.6,-4,17%,·,0.66,i,i,2.6,·,·,7.8,-0.93,·
Cc1ccc(NC2=NCC(=O)N2C2CCCC2)cc1,-5%,-0.53,-28%,-0.33,2.3,6,5%,-0.6,0.57,i,i,4.1,1514,1439,4.1,-0.046,-0.13
CNC(=O)c1[nH]cnc1C(=O)N[C@@H](Cc1ccccc1)C(=O)OC(C)(C)C,-1%,-0.31,-32%,-0.14,1.7,-10,-2%,-3.1,0.82,i,i,4.6,1183,1404,6.7,-1.1,-0.13
NC(=O)c1cccn1-c1ncc(C(F)(F)F)cc1Cl,6%,1,-33%,-0.37,1.4,0,-2%,0.1,-0.23,i,i,2.2,1092,1177,2.2,2,0.92
O=C1c2ccccc2C(=O)N1CCCc1nc2ccccc2c(=O)n1CCCn1ccnc1,-13%,-0.26,-29%,-0.2,1.6,0,-4%,2.1,0.29,i,i,1.9,1201,1014,8.1,-0.52,1.2

# The final 2 compounds of the section above open the next one:
SMILES,HEK293 NOD2/NF-kB,Dynein cargo inh nuclear GR-EGFP,NOD1 NF-kB reporter,Dynein cargo inh cytoplasmic EGFP,MT stabilize HCS Hoechst-high %,Autophagy HCS cell loss 18 h,P. falciparum M17LAP,bCat nuc transl,Dynein cargo inh cell count,Autophagy HCS,Yfh1-depleted yeast,MT stabilize HCS,bCat nuc transl cell count 5 µM,Insulin prom up cell count,MT stabilize HCS cytotoxicity %,Dynein cargo inh,Insulin prom up
NC(=O)c1cccn1-c1ncc(C(F)(F)F)cc1Cl,6%,1,-33%,-0.37,1.4,0,-2%,0.1,-0.23,i,i,2.2,1092,1177,2.2,2,0.92
O=C1c2ccccc2C(=O)N1CCCc1nc2ccccc2c(=O)n1CCCn1ccnc1,-13%,-0.26,-29%,-0.2,1.6,0,-4%,2.1,0.29,i,i,1.9,1201,1014,8.1,-0.52,1.2
C=CCn1c(C)cc(C)c(C#N)c1=O,-16%,0.76,-9%,-0.081,1.4,-6,7%,-0.8,-0.79,i,i,1.1,1392,1474,1.0,0.87,1
COc1cc(/C(C)=N/NC(=O)CSc2nncn2C)ccc1OCc1ccccc1Cl,7%,-0.67,13%,-0.27,3.8,3,23%,2.3,0.18,i,i,2.0,461,1072,4.4,-0.47,-0.16
COc1ccc(-n2c(Cc3cc(=O)[nH]c(=O)[nH]3)nnc2SCC(=O)N2CCC(C)CC2)cc1,4%,2.4,0%,-0.019,1.9,13,7%,·,-1.4,i,i,9.2,·,912,1.5,3.6,0.39
COc1ccc(C(=O)Nc2ccc3c(c2)C(=O)c2ccccc2C3=O)cc1OC,-2%,0.23,-29%,-0.22,2.5,8,11%,-0.6,-0.42,i,i,6.0,872,·,5.8,0.63,·
CCCOC(=O)Cc1n[nH]c(=O)[nH]c1=O,-1%,-0.13,-22%,-0.21,1.1,1,-4%,-0.9,0.5,i,i,1.8,1058,1622,3.1,-0.51,0
COc1cc(Br)c(C(C)NC(=O)c2ccccc2)cc1OC (stereo not given),26%,1.3,·,-0.22,2.0,-25,7%,-0.9,-0.34,i,i,1.2,1324,1343,8.7,1.6,-1.2
O=C(CCCOc1ccc(Cl)cc1)Nc1ccc(N2CCOCC2)cc1,-12%,0.68,20%,-0.16,1.3,-4,·,-1.8,0.12,i,i,4.4,924,1510,10,0.63,1.3
Nc1ccc(S(=O)(=O)N2CCCC2)cc1,0%,-0.44,-19%,-0.27,3.2,7,-5%,·,0.69,i,i,3.7,·,883,2.8,-0.78,-1.1
CC(=O)c1nn(-c2cccc(Br)c2)cc1C(=O)c1ccccc1,29%,-0.2,-12%,-0.26,1.5,1,4%,-4.9,0.88,i,i,2.9,1163,1317,6.5,-0.68,-0.33
Cc1cc(OC(=O)N2CCCCC2)cc(C)c1Cl,0%,-0.61,-13%,-0.27,2.7,-5,16%,-0.1,-0.36,i,i,4.2,1209,1235,6.2,-0.67,-0.84
CCN(CCCNC(=O)COc1cc(=O)n(C)c2ccccc12)c1ccccc1,0%,0.089,1%,-0.2,3.4,-15,-5%,·,-0.23,i,i,1.8,·,·,11,-0.22,·
CC(=O)c1ccccc1NC(=O)CN1C(=O)CS/C1=C\c1nc(-c2ccc(C)cc2)cs1,8%,0.16,-5%,0.35,1.1,-13,1%,0.3,-0.1,i,i,1.2,1560,1402,4.0,-0.25,-0.69
O=C(O)/C=C\c1cc2c(cc1[N+](=O)[O-])OCO2,5%,-0.3,-7%,-0.21,·,·,8%,-3.3,-0.077,·,i,·,1151,1420,·,-0.27,0.16
CN(C)c1ccc(-n2cccc2/C=C/[N+](=O)[O-])cc1,-68%,-0.85,0%,-0.12,1.7,-2,4%,-1.1,0.61,i,·,4.3,1166,1337,5.2,-1.8,-0.12
CCOC(=O)c1ccc(NC(=S)NCCc2ccc(F)cc2)cc1,-19%,0.68,73%*,-0.25,1.6,11,-4%,4.4,-0.67,i,i,6.5,955,1438,6.0,1.5,-0.36
Cc1c(N/C=C/C(=O)C(F)(F)F)c(=O)n(-c2ccccc2)n1C,12%,-0.29,-11%,-0.27,2.6,-8,6%,-1.3,0.45,i,i,1.6,1129,1286,8.1,-0.75,1.1
COCCN(CC(=O)NCc1ccc(F)cc1)C(=O)CCC(=O)Nc1nccs1,-6%,0.87,-23%,-0.2,1.0,8,9%,-4.6,-0.68,i,i,1.8,1191,1250,1.9,1.6,-1.1
O=[N+]([O-])c1nn(-c2ccc3c(c2)OCCO3)n(O)c1=NC1CCCCCC1,-4%,0.11,-29%,-0.15,1.4,29,9%,·,0.36,i,i,2.9,·,836,5.3,-0.047,0.29
CC/C(O)=C1\C(=O)CC(c2ccccc2)CC1=NCCC(=O)O (stereo not given),0%,-0.43,-12%,-0.22,1.9,18,7%,-2.8,0.0077,i,i,7.1,1158,1421,11,-0.85,0.57
Cc1cc(C)n(C2CCCCC2OC(=O)c2ccccc2F)n1 (stereo not given),3%,0.2,-6%,0.14,1.0,-3,9%,-0.6,3.9,i,i,2.8,1340,1509,7.6,0.4,0.01
CCN(CC)C(=O)C1CCC(C)(C(=O)O)C1(C)C (stereo not given),5%,-0.27,-37%,0.19,1.3,17,13%,-4.8,0.48,i,i,3.4,1052,1268,3.5,-0.29,-0.49
O=C(c1cccc(NS(=O)(=O)c2ccc(F)c(F)c2)c1)N1CCN(Cc2ccccc2)CC1,0%,0.41,-3%,-0.21,2.0,9,-4%,-0.9,-0.78,i,i,1.3,924,1340,5.2,-0.047,0.78
Nc1ccc(C(=O)OCC(=O)N2CCc3ccccc3C2)cc1[N+](=O)[O-],·,0.76,·,-0.18,2.8,-7,-7%,-3.9,-1.9,i,i,2.1,568,1040,8.6,0.8,0.4
CCOc1cc(/C=N/NC(=O)c2ccncc2)cc(Cl)c1OS(C)(=O)=O,28%,0.5,18%,0.0039,2.4,4,4%,0.6,0.53,i,i,3.3,911,1112,9.7,0.67,1.7
O=C1c2ccccc2NC(c2ccccn2)N1c1ccc(Cl)cc1 (stereo not given),-52%,-0.31,-40%,-0.2,2.3,-4,-22%,-6.0,0.84,i,i,2.2,999,1289,9.6,-0.29,0.07
Cc1ccc(CNC(=O)CCc2ccc(S(=O)(=O)NC3CCCCC3)cc2)cc1,-38%,0.57,41%,-0.25,0.8,-9,-10%,-5.7,0.55,i,i,1.1,1097,689,6.5,0.68,1.4

# This is a subset; the hit share may differ from the screen's.
